CHOP UPR activ: apoptotic UPR (CHOP) activation; CHO-CHOP luciferase reporter, luminescence; percent of tunicamycin response over DMSO baseline; activation, % at 10 µM; actives 0.34% (n = 330,000);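 active means at 10 µM dose, activation of 40% or more, normalized to positive control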;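 further: 100% = tunicamycin at 10 µg/mL and 0% = DMSO alone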
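measured by = luciferase luminescence | assay system = CHO-CHOP cells, stable luciferase reporter of PERK-eIF2a-CHOP signalling | amount = 500 reporter cells seeded per well | timing = 6 h compound exposure at 37 °C after overnight seeding | controls = positive tunicamycin 10 µg/mL, negative DMSO alone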
tim23-1 inh: inhibits growth of tim23-1 mutant yeast. S. cerevisiae tim23-1 growth, BacTiter-Glo luminescence, 24 h. inhibition, % at 20 µM. actives 1.3% (n = 330,000). AID 463212;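 active means growth inhibition of the mutant yeast at or above 50%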;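 further: temperature-sensitive mutant grown at 25 °C; plate controls were DMSO-treated mutant yeast for no effect and medium wells lacking yeast for full effect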
Mdm2-MdmX inh: human Mdm2/MdmX binding inhibition; O15151+Q00987; SaOS-2 split-luciferase Mdm2/MdmX complementation, luminescence; inhibition, % at 8 µM; actives 3% (n = 330,000); AID 485346;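 active means inhibition of at least 50% at 8 µM in the primary screen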
Target sequence (O15151 whole entry, looked up): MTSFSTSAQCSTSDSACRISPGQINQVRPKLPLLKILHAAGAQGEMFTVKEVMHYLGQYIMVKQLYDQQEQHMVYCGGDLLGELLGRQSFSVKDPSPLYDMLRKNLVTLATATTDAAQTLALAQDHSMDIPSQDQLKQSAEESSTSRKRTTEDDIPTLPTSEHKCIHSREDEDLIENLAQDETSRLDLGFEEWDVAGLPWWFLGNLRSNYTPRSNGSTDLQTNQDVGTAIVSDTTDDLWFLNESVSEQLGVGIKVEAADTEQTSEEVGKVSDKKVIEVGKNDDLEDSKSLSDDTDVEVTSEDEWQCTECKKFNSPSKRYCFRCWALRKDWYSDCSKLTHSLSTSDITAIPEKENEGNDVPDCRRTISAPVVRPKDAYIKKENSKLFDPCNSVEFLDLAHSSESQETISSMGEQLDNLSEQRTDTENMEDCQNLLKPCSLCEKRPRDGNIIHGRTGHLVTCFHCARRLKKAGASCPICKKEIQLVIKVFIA
Target sequence (Q00987 whole entry, looked up): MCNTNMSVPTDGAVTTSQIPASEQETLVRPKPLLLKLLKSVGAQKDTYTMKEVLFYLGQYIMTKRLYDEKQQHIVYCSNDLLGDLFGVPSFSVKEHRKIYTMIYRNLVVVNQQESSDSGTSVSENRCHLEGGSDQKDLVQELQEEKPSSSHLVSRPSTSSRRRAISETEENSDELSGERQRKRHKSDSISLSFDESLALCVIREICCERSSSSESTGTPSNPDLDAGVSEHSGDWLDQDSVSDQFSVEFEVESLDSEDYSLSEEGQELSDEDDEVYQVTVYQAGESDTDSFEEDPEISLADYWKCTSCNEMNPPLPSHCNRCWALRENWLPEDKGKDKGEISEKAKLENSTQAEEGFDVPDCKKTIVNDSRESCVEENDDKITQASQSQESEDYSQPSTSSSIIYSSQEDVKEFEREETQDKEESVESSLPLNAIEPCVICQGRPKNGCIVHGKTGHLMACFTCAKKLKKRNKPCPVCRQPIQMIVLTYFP
APJ agonist: activates the human apelin receptor APJ. P35414. CHO-K1 APJ PathHunter beta-arrestin, luminescence; 0% DMSO wells, 100% apelin. activation, % at 20 µM. actives 0.11% (n = 330,000). AID 2520;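 active means activation more than six SD over the plate average, tested at 20 µM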;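 further: 0% = DMSO alone and 100% = apelin-13 at 10 nM; some results filed as inactive read as strong as hits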
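Assay system: engineered CHO-K1 APJ arrestin reporter cells; Amount: 1000 CHO-K1 reporter cells seeded per well; Dosing: one dose, 20 µM compound, 1% DMSO; Times: compound stimulation 90 min at 25 °C, detection 60 min; Measured by: luminescent beta-gal fragment complementation, chemiluminescent substrate; Read-out: APJ–arrestin association signal; Controls: DMSO vs Apelin-13 10 nM.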
UPR XBP1 act: activators of adaptive arm of unfolded protein response (XBP1) | CHO-XBP1 luciferase reporter, IRE1-XBP1 UPR activation, luminescence; percent of tunicamycin response, DMSO as zero | activation, % at 20 µM | actives 0.33% (n = 330,000);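 active means versus positive control, 20 µM dose yields 30% or more activation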;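 further: 100% = tunicamycin at 10 µg/mL and 0% = DMSO only wells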
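Material: CHO-XBP1 cells stably carrying IRE1-XBP1-driven luciferase reporter / Amount: 1000 cells per well / Compound: 20 µM, 1% DMSO / Times: 6 h treatment, 37 °C / Detection: luciferase luminescence / Measure: % activation of reporter signal versus tunicamycin and DMSO controls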
Jurkat NFkB inh: lowers PMA/ionomycin-induced NF-kB signal in Jurkat cells; PMA/ionomycin-induced NF-kB luciferase reporter, luminescence; actives 0.53% (n = 330,000); inhibition, % at 4 µM; AID 435003; in the data active means inhibition above about 50%
697 NFkB inh: lowers PMA/ionomycin-induced NF-kB signal in 697 B cells | 697 B-cell NF-kB luciferase reporter, 16 h | inhibition, % at 4 µM | actives 0.33% (n = 330,000); in the data active means inhibition above about 35%
APJ antag: antagonists of human APJ apelin receptor; P35414; CHO-K1 APJ beta-arrestin complementation, luminescence; inhibition, % at 20 µM; actives 0.32% (n = 330,000);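 active means inhibition above about 40% at 20 µM, limit read from the data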;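 further: cells challenged with 10 nM apelin-13 agonist together with compound; plate controls were apelin-13 plus DMSO wells for no effect and DMSO wells lacking apelin-13 for full effect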
* marks the source's active call; other numbers are inactive results; / = not tested or not shown.

compound,Mdm2-MdmX inh,697 NFkB inh,UPR XBP1 act,APJ agonist,Jurkat NFkB inh,tim23-1 inh,CHOP UPR activ,APJ antag
CCOc1ccc(OCC)c(NC(=O)CN(c2ccc(OC)cc2)S(=O)(=O)c2c(C)noc2C)c1,35,-8,-5,-2,-3,26,-0.9,-2
COc1ccc(NC(=O)CN(C)C(=O)Cc2ccsc2)cc1,-41,-13,0,-2,5,1,1.4,-13
COc1ccc(N(C(=O)CNC(=O)c2cccs2)C(C(=O)NCC2CCCO2)c2ccc(OC)c(OC)c2)cc1 (centres undefined),0,16,-3,2,-3,12,-1.0,-3
CCOC(=O)CN1C(=O)/C(=C/c2c(F)cccc2Cl)Oc2ccccc21,9,7,-1,-4,1,13,2.0,5
NS(=O)(=O)c1ccc(S(=O)(=O)N2CCN(C3CCCC3)CC2)cc1,9,-12,0,-2,6,15,2.2,1
CC(C)c1ccc(N2C(=O)CC(NNC(=O)c3cccnc3)C2=O)cc1 (centres undefined),-9,-38,-4,1,-46,20,-0.7,-13
Cc1ccc(S(=O)(=O)N2C(=O)CCC2C(=O)NCc2ccco2)cc1 (centres undefined),9,17,-1,4,0,10,-0.8,1
CN(CC(=O)N1CCN(C2CCCCC2)CC1)S(=O)(=O)c1cccc2nsnc12,9,14,0,-4,12,-2,0.0,0
N#Cc1ccccc1CN1C(=O)c2ccccc2S1(=O)=O,13,-3,-3,0,1,2,-1.0,2
COc1ccccc1NC(=S)NC(NC(=O)C(C)C)C(Cl)(Cl)Cl (centres undefined),16,1,-1,-2,6,-4,0.0,9
O=C1c2ccccc2C(=O)N1CCn1ccnc1,2,4,-2,-5,8,8,2.2,5
COc1cccc(-c2nnc(SCc3nc4ccccc4s3)n2C)c1,-2,-6,2,-4,-6,30,3.8,9
Cc1ccc(C(C(=O)NC2CCCC2)N(C(=O)c2csnn2)c2cccc(F)c2)o1 (centres undefined),-9,-4,-1,1,-4,6,2.4,12
CCCOc1cccc(C(=O)Nc2ccc(CN3CCOCC3)cc2)c1,-16,-30,-1,3,-20,3,2.2,1
O=c1cc(-c2ccccc2)nc(/C=C/c2ccccc2)[nH]1,0,9,-1,0,5,6,2.6,-6
O=C(Nc1ccc(N2CCCCC2)c(S(=O)(=O)Nc2ccccc2Cl)c1)c1cccnc1,30,-56,-2,2,0,48,-0.2,4
Fc1cccc(-c2oncc2-c2nnnn2-c2ccc(Cl)cc2)c1,13,16,1,-2,-3,22,-0.7,-12
COc1cccc(/C=C(/C(=O)OCC(=O)NCC2CCCO2)c2ccccc2)c1 (centres undefined),13,-6,1,-4,-4,21,-2.7,-13
CN(C)S(=O)(=O)c1ccc(C(=O)Nc2cc(=O)n(C)c(=O)n2C)cc1,6,3,-1,-2,-21,2,1.2,-3
Cc1ccc(C(=O)NCC(=O)OCC(=O)c2ccc(Cl)s2)cc1,18,22,1,-9,21,13,1.7,10
Clc1ccc(/C=N/Nc2nc(Cl)nc3ccccc23)cc1,-45,-74,6,-4,-98,-14,3.6,-17
COC(=O)c1c(NC(=O)c2c(-c3ccccc3Cl)noc2C)sc2c1CCC2,38,16,-2,-2,-1,-13,0.4,2
COc1cc(C(=O)N2CCN(C(=O)c3cc(-c4ccc(Br)cc4)n[nH]3)CC2)cc(OC)c1OC,10,-13,-1,-1,7,-4,4.3,-51
Cc1ccc(C2=NCCn3c2c2ccc([N+](=O)[O-])cc2[n+]3[O-])cc1,25,-164,0,13,-3,21,-1.6,-54
COC(=O)c1ccccc1N=Nc1c(N)n[nH]c1N,0,22,0,1,-5,-55,0.8,-7
O=C(Cc1ccc(Nc2nc3ccc(Br)cc3[nH]2)cc1)NCCc1cccs1,16,-8,-2,15,-2,18,1.4,-100
CSCCn1c(C(C)(C)C)cc(C(=O)O)c1C,3,0,1,1,1,24,0.6,-13
CNC(=O)c1ccc(S(=O)(=O)c2ccc(Cl)cc2)c(NC(C)=O)c1,10,7,-3,-4,1,0,-1.0,10
COc1ccc(-c2cc(C(F)(F)F)nc(SCC(=O)N(C)Cc3cnn(C)c3C)n2)cc1OC,4,25,-2,2,2,28,0.6,-16
Nn1c(SCC(=O)NCc2ccc3c(c2)OCO3)nnc1C1CC1,21,30,-3,-5,3,-6,-2.9,1
CCOC(=O)C1CCN(C(=O)CNC(=O)c2nn(-c3ccc(OC)cc3OC)c(=O)c3ccccc23)CC1,15,-5,1,-5,10,-10,1.0,14
CCC(CC)C(=O)N1CCN(Cc2ccc3c(c2)OCO3)CC1,6,-19,3,6,0,9,-1.3,-1
COc1ccc(S(=O)(=O)N2CCOCC2)cc1NC(=O)c1cccc2c(=O)c(C)c(-c3ccccc3)oc12,39,-22,4,-1,8,8,5.5,-9
COc1ccc(/C=C/c2nc3ccccc3n2Cc2ccc(OC)c(OC)c2)cc1,-117,-93,3,-4,-88,28,4.1,11
COc1ccc(Cl)cc1NC(=O)CSc1nc(Nc2ccccc2)nc(N2CCOCC2)n1,42,17,-6,14,16,7,0.9,-32
O=C(c1ccco1)N1CCN(Cc2nnnn2CC2CCCO2)CC1 (centres undefined),-6,2,-3,1,5,-4,-0.3,6
CN1CCN(C(=O)c2cc3ccccc3oc2=O)CC1,21,-1,-2,-5,2,-4,1.3,-1
Cc1cccc(NC(=O)C2C3C=CC(O3)C2C(=O)O)c1C (centres undefined),25,-22,-3,0,-24,14,1.5,6
CC(=O)N1CCc2cc(Br)cc(S(=O)(=O)NCCCN3CCCC(C)C3)c21 (centres undefined),-13,26,-1,1,5,7,-0.8,8
COc1ccc(C(=O)OC(C)C(=O)NC(C)CCc2ccccc2)cc1[N+](=O)[O-] (centres undefined),13,13,-2,-3,-9,-8,1.5,-3

Among those listed so far, three contain two or more sulfur atoms.
compound,Mdm2-MdmX inh,697 NFkB inh,UPR XBP1 act,APJ agonist,Jurkat NFkB inh,tim23-1 inh,CHOP UPR activ,APJ antag
NS(=O)(=O)c1ccc(S(=O)(=O)N2CCN(C3CCCC3)CC2)cc1,9,-12,0,-2,6,15,2.2,1
CN(CC(=O)N1CCN(C2CCCCC2)CC1)S(=O)(=O)c1cccc2nsnc12,9,14,0,-4,12,-2,0.0,0
COc1cccc(-c2nnc(SCc3nc4ccccc4s3)n2C)c1,-2,-6,2,-4,-6,30,3.8,9

Further compounds
compound,Mdm2-MdmX inh,697 NFkB inh,UPR XBP1 act,APJ agonist,Jurkat NFkB inh,tim23-1 inh,CHOP UPR activ,APJ antag
O=C(COC(=O)[C@@H]1CC(O)CN1S(=O)(=O)c1ccc2c(c1)OCCO2)NCc1ccc(F)cc1 (some centres undefined),3,-36,-2,0,7,3,0.2,-5
COc1ccccc1N1CCN(C(=O)CCCCCn2c(=O)[nH]c3ccsc3c2=O)CC1,1,11,-1,-3,6,2,1.2,0
CCOc1ccc(C(=O)NCCC(=O)N2CCC3(CC2)NCCc2[nH]cnc23)cc1OCC,8,0,-4,-5,2,10,-0.9,28
CC(=O)c1cc2c(ccc3ccccc32)oc1=O,24,-10,-3,-2,-3,18,-1.6,3
Cc1ccc(C(C(=O)NC2CCCCC2)N(CC2CCCO2)C(=O)CNC(=O)c2ccco2)cc1 (centres undefined),-5,-12,-1,2,-6,14,1.4,11
COc1cc(/C=C(\C#N)c2nc3ccccc3s2)cc([N+](=O)[O-])c1O,9,-18,-3,-9,-4,29,-1.3,51*
Cc1noc(C(=O)N(C)c2ccccc2)c1Cl,-6,10,2,0,-26,1,-2.2,-7
COc1ccc(CC(=O)NCc2nnc(SCC(=O)c3ccc(OC)cc3)n2C)cc1,11,-12,-1,-2,7,-4,-2.2,5
CN(C)C1=NC(=O)/C(=C/c2ccc(-c3ccc(S(N)(=O)=O)cc3)o2)S1,3,-12,0,0,2,13,0.2,0
C#CCOCCOCCOCCNc1nc(N2CCN(C(=O)CCCCCCCCCCNC(=O)[C@@H](CCSC)n3cc(CCO)nn3)CC2)nc(N2CCN(C(=O)CCCCCCCCCCNC(=O)[C@H](CCSC)n3cc(CCO)nn3)CC2)n1,26,-6,-1,-6,27,18,0.0,17
CNc1ccc(Br)cc(C(=O)/C=C/c2cccc(OC)c2OC)c1=O,12,-14,4,3,1,33,16,-2
Cn1c(C2=C(O)CN(c3ccc4c(c3)OCCO4)C2=N)nc2ccccc21,8,7,2,5,-12,-10,-0.9,6
COc1cccc(C(=O)NCC(=O)NCc2cc(=O)n(C)c(=O)n2C)c1,8,-5,-3,2,3,-14,0.8,-40
CN1CCC(=NNC(=O)COc2ccc(Cl)cc2)CC1,-9,-2,-1,3,2,5,0.4,-3
COc1ccc(Cn2cc3c(-c4ccc(F)cc4)nnc-3c3cc(OC)c(OC)cc32)cc1,100*,11,10,4,7,12,14,-10
CCOC(=O)c1c(C)nc2sc(C(=O)Nc3ccc(C(C)=O)cc3)c(N)c2c1-c1ccc(OC)cc1,6,-8,-2,-10,5,24,-1.2,51*
O=C(c1ccc(Cl)c([N+](=O)[O-])c1)N1CCN(S(=O)(=O)c2ccc(Cl)cc2)CC1,28,22,-5,-1,-1,10,3.1,-19
O=C1/C(=C/c2ccco2)Cc2ccccc21,8,-1,2,-2,-6,17,8.6,-9
COC(=O)[C@H]1[C@@H](C)N(Cc2ccccc2)C(=O)N[C@H]1c1cccc(C(F)(F)F)c1,37,4,-2,-5,-5,31,0.3,22
CC1CC(C)(C)NC(C)c2ccccc21 (centres undefined),32,0,-5,1,-12,-1,-0.7,-27
CCOc1ccccc1NC(=O)COC(=O)Cc1ccc(-c2ccccc2)cc1,25,2,0,-3,-3,-9,0.0,13
Cn1c(/C(C#N)=C(\O)c2ccc([N+](=O)[O-])s2)nc2ccccc21,21,-44,7,-3,-25,-16,4.3,6
Cc1cccc(Nc2ncnc3nc[nH]c23)c1,7,-37,4,-3,-27,2,2.9,0
CCn1c(C)nc2cc(C#N)ccc21,-7,15,-3,-1,18,-10,-0.9,5
CCCCNC(=O)c1ccc2c(c1)N(C)C(=O)c1ccccc1S2,18,1,0,-3,-5,16,1.5,7
COc1cccc(-n2c(C)c(C(C)=O)c(C(C)=O)c2C)c1,-1,0,-3,3,2,1,-2.0,-5
CC(NC(=O)NC1CCCCC1)C(c1cccs1)N1CCN(c2ccccc2)CC1 (centres undefined),13,-11,-2,8,8,37,-0.4,4
COc1cc(-c2cc(C(=O)Nc3ccc(C)c(S(=O)(=O)N4CCOCC4)c3)c3ccccc3n2)cc(OC)c1OC,52*,-23,3,5,7,18,3.2,-4
N#CC1(NC(=O)CN2C(=O)c3ccc([N+](=O)[O-])cc3C2=O)CCCCC1,-1,10,-3,11,5,5,0.9,13
CC(C)[C@H]1COCCS(=O)(=O)N1Cc1ccccc1-c1cccc2c1oc1ccccc12,33,5,-2,/,/,44,3.1,/
Cc1ccc(C)c(N2CCN(S(=O)(=O)c3ccc4c(c3)CCN4C(=O)CCC(=O)O)CC2)c1,13,7,-2,6,-7,5,0.0,-15

Screening data from PubChem BioAssay.
